CHO-K1 Ca antag = nonselective inhibitor or artifact in parental CHO-K1 cells; ATP-induced calcium, Fluo-8 fluorescence; inhibition, % at 3 µM; actives 0.6% (n = 360,000); AID 602250;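 active = inhibition above a per-plate cutoff, the plate's mean sample inhibition plus 3 SD, cut at about 24% in these data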;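 note: 0% = DMSO plus EC80 ATP and 100% = DMSO alone without ATP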
CHRM5 antagonist = human M5 muscarinic receptor antagonists, primary screen, CHO cells, Fluo-8 calcium fluorescence; Muscarinic acetylcholine receptor M5 (Homo sapiens), P08912; CHO-hM5 cells, ACh EC80; inhibition, % at 3 µM; actives 0.59% (n = 360,000);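 active = inhibition above a per-plate cutoff, the mean of that plate's test compounds plus 3 SD, cut at about 27% in these data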;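 note: 0% = acetylcholine EC80 with DMSO and 100% = DMSO without agonist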
Target sequence (P08912 whole entry, looked up): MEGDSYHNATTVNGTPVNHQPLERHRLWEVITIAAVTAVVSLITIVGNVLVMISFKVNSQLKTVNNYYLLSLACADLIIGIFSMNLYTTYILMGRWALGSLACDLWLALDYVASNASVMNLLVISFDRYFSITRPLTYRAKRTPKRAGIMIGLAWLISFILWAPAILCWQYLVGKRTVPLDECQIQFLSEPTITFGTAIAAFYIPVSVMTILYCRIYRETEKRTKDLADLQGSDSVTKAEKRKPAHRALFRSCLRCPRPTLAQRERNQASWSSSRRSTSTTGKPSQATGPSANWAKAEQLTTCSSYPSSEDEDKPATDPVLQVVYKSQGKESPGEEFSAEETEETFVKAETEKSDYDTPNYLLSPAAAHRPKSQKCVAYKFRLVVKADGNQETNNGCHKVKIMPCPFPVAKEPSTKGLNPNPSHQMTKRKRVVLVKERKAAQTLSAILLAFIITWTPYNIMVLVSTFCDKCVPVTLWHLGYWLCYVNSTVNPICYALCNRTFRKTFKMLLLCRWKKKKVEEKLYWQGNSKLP
CHRM5 PAM = human M5 muscarinic receptor positive allosteric modulators, primary screen, CHO-K1 cells, Fluo-8 calcium fluorescence; CHO-K1 hM5, ACh EC20 PAM; 0% = ACh EC20, 100% = ACh EC100; actives 0.3% (n = 360,000); Muscarinic acetylcholine receptor M5 (Homo sapiens), P08912; AID 624038, 2012; activation, % at 3 µM;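 active = activation above the run cutoff, the mean activation of all test compounds plus 3 SD, cut at about 18% in these data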
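Probe or stimulus: acetylcholine, EC20 level; Assay system: human M5 receptor in CHO-K1 cells; Schedule: compound preincubation 140 s before EC20 acetylcholine addition; Technique: intracellular calcium via Fluo-8 fluorescence; Dosing: single-point, 3 µM nominal; Read-out basis: percent activation from peak-over-basal fluorescence ratio, scaled EC20-to-EC100 acetylcholine; Repeats: one well per compound, no replicates.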
M4 PAM = human M4 muscarinic receptor positive allosteric modulators, primary screen, CHO-K1 cells, Fluo-8 calcium fluorescence. Muscarinic acetylcholine receptor M4 (Homo sapiens), P08173. actives 0.4% (n = 360,000). AID 624126, 2012. CHO-K1 hM4/Gqi5, ACh EC20; 0% = ACh EC20, 100% = maximal ACh. activation, % at 3 µM;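 active = activation above its plate's cutoff, the mean activation of sample wells plus 3 SD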; note: some results filed as inactive read as strong as hits
Target sequence (P08173 whole entry, looked up): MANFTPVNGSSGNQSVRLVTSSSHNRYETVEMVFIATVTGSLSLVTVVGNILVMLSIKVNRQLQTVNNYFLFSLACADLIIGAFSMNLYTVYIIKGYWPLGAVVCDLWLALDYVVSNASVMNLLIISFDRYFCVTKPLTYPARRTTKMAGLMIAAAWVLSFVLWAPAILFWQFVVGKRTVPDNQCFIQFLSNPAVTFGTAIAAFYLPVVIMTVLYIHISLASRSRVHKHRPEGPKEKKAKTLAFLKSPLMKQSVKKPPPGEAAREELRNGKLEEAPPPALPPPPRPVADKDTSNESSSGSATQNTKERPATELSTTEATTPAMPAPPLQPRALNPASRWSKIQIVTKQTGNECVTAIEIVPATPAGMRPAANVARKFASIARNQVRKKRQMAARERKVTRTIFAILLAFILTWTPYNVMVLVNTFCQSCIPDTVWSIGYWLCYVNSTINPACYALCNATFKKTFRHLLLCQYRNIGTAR
CHO-K1 Ca PAM = nonselective calcium activators in parental CHO-K1 cells, primary screen, counter-screen for M1 PAM project, cell-based, Fluo-8 calcium fluorescence, full deck, 1536-well | activation, % at 3 µM | ATP EC20; 0% at ATP EC20, 100% at ATP max | AID 602247, 2012 | actives 0.02% (n = 360,000);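 active = activation above the run cutoff, the mean activation of all test compounds plus 3 SD, cut at about 40% in these data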;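 note: peak over basal fluorescence ratio in a 140 s read after ATP addition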
M5 ag = human M5 muscarinic receptor agonists, primary screen, CHO-K1 cells, Fluo-8 calcium fluorescence; Muscarinic acetylcholine receptor M5 (Homo sapiens), P08912; CHO-K1 hM5 cells; 0% DMSO wells, 100% maximal acetylcholine response; activation, % at 3 µM; actives 0.19% (n = 360,000);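 active = activation above the run's mean over test compounds plus 3 SD, cut at about 23% in these data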;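 note: signal is peak over basal fluorescence ratio across the kinetic read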
M1 ag parental = counter-screen for M1 agonists: effect in parental CHO-K1 cells; Fluo-8 calcium fluorescence; scaled to maximal ATP response, vehicle zero; activation, % at 3 µM; actives 0.48% (n = 360,000); AID 602248, 2012; in the data active = activation above about 15%;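 note: untransfected CHO-K1 host cells lacking M1 receptor as counterscreen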
CHRM4 antagonist = human M4 muscarinic receptor antagonists, primary screen, CHO cells, Fluo-8 calcium fluorescence; CHO-hM4 cells, ACh EC80; actives 0.73% (n = 360,000); AID 624125, 2012; Muscarinic acetylcholine receptor M4 (Homo sapiens), P08173; inhibition, % at 3 µM;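 active = inhibition above its plate's cutoff, the mean inhibition of sample wells plus 3 SD, cut at about 27% in these data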;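 note: 0% = acetylcholine EC80 with DMSO and 100% = DMSO without agonist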
M4 ag = human M4 muscarinic receptor agonists, primary screen, CHO-K1 cells, Fluo-8 calcium fluorescence; Muscarinic acetylcholine receptor M4 (Homo sapiens), P08173; CHO-K1 hM4/Gqi5; vehicle 0%, full acetylcholine response 100%; activation, % at 3 µM; actives 0.14% (n = 360,000);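 active = activation above the run mean over all test wells plus 3 SD, cut at about 32% in these data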;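 note: peak over basal fluorescence ratio per well then scaled between controls; 0% = DMSO wells and 100% = acetylcholine at EC100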
Active calls of the source: *; x = not tested or not shown.

molecule	CHO-K1 Ca antag	CHRM5 antagonist	CHRM5 PAM	M4 PAM	CHO-K1 Ca PAM	M5 ag	M1 ag parental	CHRM4 antagonist	M4 ag
COc1ccc(C(=O)Nc2cccc(/C=C(\CCC(=O)O)c3nc4ccccc4s3)c2)cc1	-10	17	-14	-15	-3	-3	5.4	3	10
Cc1cc(-c2ccc([N+](=O)[O-])cc2)cc(C)n1	-6	6	-4	0	1	0	-0.6	7	0
CC1(C)C(=O)Nc2ccccc2N1C(=O)CN1C(=O)c2ccccc2C1=O	-6	-8	-2	3	15	0	9.2	-4	5
O=[N+]([O-])c1ccc(O)c(/C=N/NC(=S)Nc2ccc(Cl)cc2Cl)c1	-15	4	-1	-7	5	3	0.2	9	1
CCOC(=O)c1c(-c2ccccc2)nc2cc(C)ccn12	-6	0	0	8	17	-2	0.7	8	-1
CCOC(=O)c1ccc(NC(=S)N2CCC(C(N)=O)CC2)cc1	-7	0	-2	-4	18	-8	0.9	6	0
O=C(O)c1ccc(Cl)c(NCc2ccncc2)c1	-5	-1	7	7	4	6	0.1	-14	1
CCC1CCc2c(sc(NC(=O)c3ccoc3C)c2C(N)=O)C1 (centres undefined)	-20	-6	3	7	18	-4	-0.1	-2	1
CN1CCSc2ccc(C(=O)NCc3cccc(Br)c3)cc21	12	0	1	0	-1	-4	-0.2	-8	2
CS(=O)(=O)N(CCc1ccccc1)CC(=O)N1CCN(c2ccccc2F)CC1	-1	3	2	-1	8	-3	1.7	12	1
COc1ccc(S(=O)(=O)N2c3ccccc3OCC2c2ccccc2)cc1 (centres undefined)	14	9	-33	-9	-7	-11	0.0	4	0
CC(C)OCC1CC(CC(=O)NC(=S)Nc2cccc([N+](=O)[O-])c2)C(=O)O1 (centres undefined)	-7	1	0	10	6	-4	0.4	6	0
N#Cc1ccc(CSc2nnc(-c3ccccn3)n2-c2ccc(Cl)cc2)cc1	5	1	-4	-6	-4	0	0.4	3	2
O=C(NCc1ccccc1)C(c1ccncc1)N(C(=O)c1csnn1)C1CC1 (centres undefined)	3	-1	3	1	-5	-2	-0.1	1	1
COc1ccc([N+](=O)[O-])cc1C(=O)Nc1ccc(OCC(=O)N2CCOCC2)cc1	-16	-4	-1	-1	14	0	1.0	0	2
CCCCN(C(=O)c1sc2nc3n(c(=O)c2c1C)CCC3)c1c(N)n(CC(C)C)c(=O)[nH]c1=O	-7	11	-3	10	8	-1	0.2	-15	1
Cc1c(N2C(=O)C(=O)/C(=C(/O)c3ccccc3)C2c2ccc(F)cc2)c(=O)n(-c2ccccc2)n1C (centres undefined)	-9	-5	4	8	29	-1	0.7	8	-1
CCCc1c(-c2ccc(Cl)cc2)ncn1CCc1ccccc1OC	-4	6	-18	-9	13	-5	0.6	10	-1
CC(=O)Nc1ccccc1-c1nn[nH]n1	-22	8	5	14	10	-2	-0.2	-1	0
Cc1ccc(NCCCn2ccc(NC(=O)OCc3ccccc3)nc2=O)cc1C	-1	1	-2	-3	8	4	3.4	2	5
CCOC(=O)N1CCN(C(=O)c2ccccc2N(Cc2ccccc2)S(=O)(=O)c2ccccc2)CC1	-11	19	-7	-7	9	-6	1.3	6	3
O=C(COc1ccccc1)Nc1ncccn1	-7	2	0	-4	3	2	-0.1	6	1
COc1ccccc1N/C(N)=N/c1nc(C)cc(C)n1	-10	12	-5	2	24	-4	1.6	-12	3
Cc1ccc(C(=O)OCC(=O)Nc2ccc3[nH]c(=O)[nH]c3c2)cc1S(=O)(=O)N1CCOCC1	7	1	5	8	13	3	0.5	-5	1
COc1nonc1NCn1nc(C)cc1C	4	5	6	-1	3	-2	-0.1	1	0
CC1(C(=O)NCc2ccccc2)CN(S(C)(=O)=O)CC(=O)N1C1CC1 (centres undefined)	x	5	-2	4	x	0	x	-7	0
COc1ccc(-c2nc(C#N)c(N3CCCCCC3)o2)cc1	-23	1	1	2	11	1	0.6	0	2
CC(C)n1nnnc1SCC(=O)NCCc1ccccc1	13	11	-10	-2	2	2	-0.2	9	1
COCCCn1c(=O)c2sccc2n(Cc2ccccc2)c1=O	-15	-11	0	4	22	-12	0.6	-10	0
Cc1cc(C)n(-c2ccc(C(=O)N3CCc4ccccc43)cc2)n1	2	1	-8	-12	3	-2	1.9	11	2
O=C1/C(=C/c2cccs2)CCC1C1CCCC1 (centres undefined)	-6	4	11	3	8	-3	0.1	-3	0
Cc1nnc(SCc2ccc(Cl)c(Cl)c2)s1	-8	-1	1	-9	21	-10	0.5	1	0
CC(Sc1nc2ccccc2c(=O)n1CC1CCCO1)C(=O)N(C)Cc1ccccc1 (centres undefined)	-9	2	-3	2	4	-2	1.5	-9	5
COC(=O)NCN1C(=O)C2C3C=CC(C3)C2C1=O (centres undefined)	-10	3	5	4	0	4	-0.7	8	1
COc1cccc(-c2nc(C(=O)NCCCN3CCOCC3)cc3c2[nH]c2ccccc23)c1	7	-5	-1	1	5	2	1.6	-16	9
CCOC(=O)N1CCN(C(=O)CNC(=O)c2ccccc2F)CC1	-13	-2	10	10	5	5	0.5	-5	1
COc1ccccc1/C=C1\SC(=S)N(CCC(=O)NNC(=O)c2ccccc2O)C1=O	4	0	0	1	-22	-1	1.7	0	3
CCCn1c(C)cc(C(=O)COC(=O)CN=C2NS(=O)(=O)c3ccccc32)c1C	1	5	-5	-5	-4	0	1.8	2	3
CCC1CCCCN1CCCNC(=O)c1cn(C)c2ccc(S(=O)(=O)N(C)C3CCCCC3)cc2c1=O (centres undefined)	-11	10	-4	-20	9	-11	-0.8	12	-1
COc1ccc(-c2ccc(S(=O)(=O)N3CCCC3)cc2)cc1	-13	3	-4	-4	18	-5	4.1	5	5
O=[N+]([O-])c1nn(-c2ccc3c(c2)OCCO3)n(O)c1=NC1CCCCC1	-2	3	-3	3	15	0	-0.1	1	1
Cc1ccc(S(=O)(=O)Nc2ccc3c(c2)C(=O)N([C@@H](C)CO)C[C@@H](C)[C@@H](CN(C)S(=O)(=O)c2ccccc2)OCCCC[C@H](C)O3)cc1	24*	1	2	-5	-15	-1	-0.1	3	0
CN1CCN(C(=O)c2c(O)c3cccc4c3n(c2=O)CCC4)CC1	-13	-4	4	7	20	1	0.7	5	0
Cc1ccccc1-n1ncc2c1CC(C)(C)CC2NC(=O)CCCN1CCCC1=O (centres undefined)	2	6	-2	-1	-8	0	-0.2	0	1
Cc1ccc(NC(=S)NC(NC(=O)Cc2cccc3ccccc23)C(Cl)(Cl)Cl)cc1 (centres undefined)	-3	17	-11	-2	16	1	8.2	3	8
CC(C)Cn1cnc2c(SCc3ccccn3)nc(N)nc21	4	12	-3	14	-5	1	-0.1	-9	2
COc1ccc(C2=NOC(C(=O)NCc3ccccn3)C2)cc1 (centres undefined)	-4	4	-1	0	23	3	1.0	5	2
O=C(c1ccc(-c2ccccc2)cc1)N1CCC2CC1c1cc(-c3ccc4c(c3)OCO4)ccc12 (centres undefined)	14	-5	3	1	2	3	0.1	-6	1
O=C(O)/C=C/C(=O)Nc1cccc(C(F)(F)F)c1	2	-9	2	2	9	2	-0.2	-1	0
Cc1ccccc1OCC(=O)N/N=C/C=C/c1ccccc1	5	-11	-1	-9	10	-3	0.7	6	1

An excerpt from above, reduced to M1 ag parental and M5 ag.
| smiles | M1 ag parental | M5 ag |
| --- | --- | --- |
| O=C(COc1ccccc1)Nc1ncccn1 | -0.1 | 2 |
| O=[N+]([O-])c1nn(-c2ccc3c(c2)OCCO3)n(O)c1=NC1CCCCC1 | -0.1 | 0 |

Next section.
molecule	CHO-K1 Ca antag	CHRM5 antagonist	CHRM5 PAM	M4 PAM	CHO-K1 Ca PAM	M5 ag	M1 ag parental	CHRM4 antagonist	M4 ag
COc1ccc(Cc2nnc(SCC(=O)c3ccc4c(c3)NC(=O)CO4)o2)cc1	-8	-5	6	3	9	1	1.4	-6	2
CCC(C)(C(=O)NC1CCCCC1)N(Cc1ccco1)C(=O)c1cnccn1 (centres undefined)	9	-5	5	12	7	2	-0.2	8	0
CCOC(=O)c1c(NC(=O)C[n+]2ccc(Cc3ccccc3)cc2)sc(C)c1C	-2	5	1	-6	15	-12	-0.9	-4	0
Cc1cc(C)cc(C(=O)OCC(=O)Nc2ncccn2)c1	-14	3	-10	-1	22	0	-0.2	7	0
CCOc1ccc2nc(NC(NC(=O)CC)(C(=O)OC)C(F)(F)F)sc2c1 (centres undefined)	-6	-6	-6	0	20	-1	0.1	0	0
O=C(Nc1ccc(N2CCOCC2)cc1)C1CCCCC1	-3	7	-15	-1	10	-6	0.1	2	0
CCCCNc1c2c3c(cccc3n(C)c1=O)C(=O)c1ccccc1-2	69*	71*	-17	-39	-4	140*	123*	77*	176*
CCOc1ccccc1NC(=O)CN1C(=O)COc2ccc(C)cc21	-6	3	-10	-3	-6	1	1.6	1	4
Cc1cccc2cc(C#N)c(NCCNC(=S)NCCCN3CCOCC3)nc12	-1	-1	-7	-8	-5	1	0.0	-2	1
O=c1c2cn(Cc3ccc(F)cc3)c3ccc(F)cc3c-2nn1Cc1ccc(F)cc1	-7	4	-3	4	9	-1	1.3	-11	1
O=C(N/N=C/c1ccccc1OC(F)F)c1cc(-c2ccncc2)nc2ccccc12	-15	7	4	-3	12	0	1.1	-6	3
CS(=O)(=O)c1ccc(Sc2nc3ccccc3[nH]2)c([N+](=O)[O-])c1	17	-3	4	-5	-6	2	0.0	6	1
O=C(NCc1ccccc1)C(c1ccccc1)N(C(=O)c1csnn1)C1CCCC1 (centres undefined)	-12	5	-1	-9	3	-3	2.5	-5	5
Cc1ccc(SCC(=O)N=C2NC(=O)CS2)cc1	7	7	-1	-7	-7	4	0.3	4	0
CCn1c2ccccc2n2c(=O)c(=O)n(CC(=O)Nc3ccc(C(C)C)cc3)nc12	-4	-3	-2	10	13	-3	0.5	-13	2
Cc1cccc(C2=NN(c3ccc(Br)cc3)[C@@H](C(=O)N3CCOC3=O)[C@@H]2c2ccc([N+](=O)[O-])cc2)c1	-7	-6	-1	-4	3	1	-0.2	-2	3
CCOC(=O)c1c(C)[nH]c(C)c1S(=O)(=O)N1CCN(c2ccc(F)cc2)CC1	-4	15	-6	4	-1	-1	0.6	10	2
CC(C)CN1CCN=C1N(C)C	-14	5	11	4	9	0	0.9	6	0
O=C1CSC(c2cn(-c3ccccc3)nc2-c2cc3ccccc3oc2=O)N1Cc1cccnc1 (centres undefined)	-3	7	-8	-14	18	1	3.4	3	11

From PubChem
